MEKK2 WT-MEK5: raises or lowers MEK5 binding to wildtype human MEKK2 PB1 domain | Q9Y2U5 | 1.1% of 290,000 active | binding response (% of control), % at 10 µM | bead flow cytometry, Alexa488-MEK5 binding to MEKK2 WT; actives lie on both sides; in the data active means binding response below about 67% or above about 130%
VIM-2 inhibitor: blocks Pseudomonas aeruginosa VIM-2 metallo-beta-lactamase | purified VIM-2, nitrocefin hydrolysis, epi-absorbance fluorescence | inhibition, % at 5.6 µM | 0.89% of 290,000 active | AID 1527;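 active means inhibition above the mean of all tested compounds plus 3 SD, cutoff set per screening run, cut at about 7.5% in these data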;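 further: red hydrolysis product quenches plate fluorescence so inhibitors raise well fluorescence; 0% = enzyme with DMSO and 100% = DMSO without enzyme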
PfM18AAP inh: blocks P. falciparum M18 aspartyl aminopeptidase. inhibition, % at 7.35 µM. AID 1822. recombinant PfM18AAP, H-Glu-NHMec fluorogenic cleavage. 1.2% of 290,000 active;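 active means inhibition above the campaign mean inhibition over all tested compounds plus 3 SD, cut at about 28% in these data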;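 further: 0% = plate median of test compound wells and 100% = 2 mM ZnCl2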
NALP1 yeast inh: NALP1 inhibition; S. cerevisiae NALP1/ASC/caspase-1 growth, X-gal OD620, 72 h; inhibition, % at 10 µM; 0.61% of 280,000 active; AID 2071; in the data active means inhibition mostly above about 24%, no sharp cut-off; inactive means mostly below about 32%; further: some compounds called inactive have numbers as strong as hits
NS3 helicase inh: blocks Hepatitis C virus NS3 helicase unwinding. inhibition, % at 10.9 µM. NS3 helicase DNA unwinding, Cy5 molecular beacon fluorescence. 0.56% of 290,000 active;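 active means inhibition above the mean of all tested compounds plus 3 SD, set per campaign, cut at about 35% in these data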;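 further: 0% = DMSO wells and 100% = thioflavine S control wells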
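System: HCV NS3 helicase fragment; control set: DMSO and thioflavine S; technique: Cy5 fluorescence at 0 and 60 min, beacon hairpin quenching; reagent: beacon DNA duplex substrate plus ATP; replicates: singlicate; schedule: 1 h reaction at 25 °C, ATP-initiated; medium: MOPS buffer pH 6.5 with MgCl2, DTT, Tween20, BSA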
SUMO HTRF inh: inhibitors of human SUMOylation (UBC9). P63279. HTRF SUMOylation assay, SAE1/SAE2 + UBC9, in vitro. inhibition, % at 35 µM. 0.36% of 290,000 active. AID 2006; in the data active means inhibition above about 50%, passing the limit was not always enough; further: strong numbers were not always called active
Target sequence (P63279 whole entry, looked up): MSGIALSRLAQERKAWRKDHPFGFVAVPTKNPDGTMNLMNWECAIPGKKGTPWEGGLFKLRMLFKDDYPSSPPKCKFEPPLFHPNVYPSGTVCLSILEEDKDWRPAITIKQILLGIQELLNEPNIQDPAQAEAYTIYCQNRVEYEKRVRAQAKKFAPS
IMP-1 inhibitor: blocks Pseudomonas aeruginosa IMP-1 metallo-beta-lactamase. AID 1556. purified IMP-1, nitrocefin hydrolysis, epi-absorbance fluorescence. 0.45% of 290,000 active. inhibition, % at 5.6 µM;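 active means inhibition above the mean plus 3 SD of all compounds in the same screening run, cut at about 4.5% in these data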;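 further: 0% = IMP-1 with DMSO and 100% = DMSO wells lacking enzyme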
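System: Purified IMP-1 | Read-out basis: Percent enzyme inhibition | Controls: IMP-1 with DMSO as 0%, enzyme-free DMSO as 100% | Replicates: One well per compound | Doses: 5.6 µM nominal single concentration | Detection: Epi-absorbance fluorescence, 480 nm excitation, 530 nm emission | Incubation: 25 °C, 15 min preincubation, 25 min reaction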
FID counter: fluorescent intercalator displacement, NS3 helicase counter-screen. 0.17% of 290,000 active. DNA fluorescent intercalator displacement, fluorescence. inhibition, % at 7.9 µM; in the data active means inhibition above about 37%;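 further: 0% = vehicle and 100% = reference compound; higher means more ethidium bromide displaced from hairpin DNA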
MEKK2mut PB1 HTS: signal of MEK5 binding to mutant human MEKK2 PB1 domain; bead flow cytometry, Alexa488-MEK5 binding to MEKK2 mutant; percent response, % at 10 µM; 0.35% of 290,000 active; AID 1530; in the data active means percent response above about 24%, passing the limit was not always enough; further: inactives centre near 1; some results filed as inactive read as strong as hits
Numbers without * were called inactive; nt = not tested or not shown; [ ] = remark or other dose. This is a random part of the collection; overall some 4.7% were active at least once.

molecule,MEKK2 WT-MEK5,VIM-2 inhibitor,PfM18AAP inh,NALP1 yeast inh,NS3 helicase inh,SUMO HTRF inh,IMP-1 inhibitor,FID counter,MEKK2mut PB1 HTS
CN(/N=C/c1cccs1)c1cc(=O)n(C)c(=O)[nH]1,86,-6.3,6,-16,-1,25,-4.0,-4,5
CS(=O)(=O)c1ccc2nc(NC(=O)c3ccc(Cn4cc(Br)cn4)o3)sc2c1,107,-3.1,-1,16,-24,15,-0.6,-10,1
CCCC(O)(c1ccccc1)C(CN1CCOCC1)c1ccccc1 (centres undefined),101,-1.3,-2,14,-3,12,-2.8,-14,2
O=C(CSc1nnnn1-c1cccc2ccccc12)Nc1ccc(C(=O)O)cc1,105,-0.8,5,8,8,6,-2.1,-21,15
c1ccc(OCCOCCN2CCOCC2)cc1,92,-3.9,-2,-1,2,4,-2.2,3,-6
CCOC(=O)C(=O)N1CCN(c2cc3c(cc2[N+](=O)[O-])n(C)c(=O)n3C)CC1,99,-1.5,4,0,8,-1,-2.9,-8,2
COc1cc(-c2nnc(CSc3nnc(Nc4ccc(Oc5ccccc5)cc4)s3)o2)cc(OC)c1OC,111,-3.9,-9,9,5,-13,-4.9,-7,10
O=C(Cc1cccc(C(F)(F)F)c1)Nc1ccccc1,102,-4.2,-4,17,4,20,-1.6,6,-2

Only MEKK2 WT-MEK5 and MEKK2mut PB1 HTS, for some of the entries so far:
SMILES | MEKK2 WT-MEK5 | MEKK2mut PB1 HTS
CCOC(=O)C(=O)N1CCN(c2cc3c(cc2[N+](=O)[O-])n(C)c(=O)n3C)CC1 | 99 | 2
COc1cc(-c2nnc(CSc3nnc(Nc4ccc(Oc5ccccc5)cc4)s3)o2)cc(OC)c1OC | 111 | 10
O=C(Cc1cccc(C(F)(F)F)c1)Nc1ccccc1 | 102 | -2

Carrying on.
molecule,MEKK2 WT-MEK5,VIM-2 inhibitor,PfM18AAP inh,NALP1 yeast inh,NS3 helicase inh,SUMO HTRF inh,IMP-1 inhibitor,FID counter,MEKK2mut PB1 HTS
CCC(C)NC(=O)CN1C(=O)NC2NC(=O)NC21 (centres undefined),106,-3.3,0,nt,1,7,-2.8,2,2
CC1(C)CC(=O)C(C=NCC(O)c2ccccc2)=C(O)C1 (centres undefined),97,-2.4,-2,33,7,14,-3.4,-1,-3
N=C(N)Cc1ccccc1Sc1ccccc1,94,-2.2,1,24,10,-8,-1.4,-1,3
CCOC(=O)c1ccccc1NC(=O)c1ccc(Cl)c(S(=O)(=O)N2CCOCC2)c1,nt,0.6,-10,nt,1,nt,-4.6,-4,nt
Cc1c(N=Cc2cccs2)c(=O)n(-c2ccccc2)n1C,99,-2.6,-2,0,1,-5,-1.9,-2,4
COc1cccc(C(=O)Nc2cc(=O)n(C)c(=O)n2C)c1OC,101,0.2,-5,6,-1,21,-3.2,0,-1
CC(=O)Nc1cccc(NC(=O)CSc2nc(C3CC3)nc3ccccc23)c1,98,0.8,-7,4,-16,6,-1.7,-29,0
O=C(Cc1cccc(C(F)(F)F)c1)OCN1C(=O)c2ccccc2C1=O,98,-2.8,-6,3,-3,-13,-5.6,-22,2
CCOc1ccc(N2CC(C(=O)Nc3nnc(C4CCCCC4)s3)CC2=O)cc1 (centres undefined),101,-0.9,-3,10,-2,11,-1.6,-28,1
N#C/C(=C\c1ccc(OC(=O)c2ccccn2)cc1)C(N)=O,97,-1.1,1,26,7,7,-3.0,-8,6
O=C(N/N=C/c1ccc(Cl)s1)C(O)c1ccccc1 (centres undefined),114,1.5,2,8,0,-9,1.2,-3,2
COCCn1c(SCC(=O)Nc2ccc(OC)cc2)nnc1-c1ccoc1C,98,0.5,4,3,-2,-14,-1.2,-13,-3
COc1ccc(CCN2C(=S)N(c3ccc(Cl)cc3)C(=O)C2CC(N)=O)cc1OC (centres undefined),97,-1.4,8,-9,-10,-4,-2.1,-5,-17
CCOC(=O)N1CCN(C(=O)CCn2c(=S)[nH]c3cc(OCC)c(OCC)cc3c2=O)CC1,nt,-1.3,9,1,-6,6,-3.8,-2,nt
O=C(OCc1c(Cl)nc2sccn12)c1cc2c(s1)CCCC2,nt,-3.8,6,17,1,14,-4.1,4,nt
NC(=O)CCC(NS(=O)(=O)c1ccc(Cl)cc1)C(=O)NCc1ccccc1Cl (centres undefined),96,-2.0,0,26,-8,7,-5.4,-6,-2
O=C(CSc1nnc2ccccn12)NCc1ccc2c(c1)OCO2,103,-1.9,-1,28,-8,8,0.1,-5,-5
Cn1c(=NC(=O)c2cnccn2)sc2ccccc21,107,-1.4,5,21,-3,7,-1.7,-6,10
Nc1c(C(=O)NCc2ccc3c(c2)OCO3)c2nc3ccccc3nc2n1CCCN1CCOCC1,117,0.9,15,16,-41,32,-2.8,2,9
COC(=O)CSc1nc(C)cc(C(F)(F)F)c1C#N,104,0.1,1,1,2,13,-3.1,-7,4
CSc1ccc(C(=O)C2CCCN(C(=O)c3cccnc3SC)C2)cc1 (centres undefined),61,-2.7,0,-4,-9,23,1.0,-31,-14
COc1cc(OC)cc(OCC(O)Cn2ccnc2C)c1 (centres undefined),2.0*[inhibitor],-1.8,-3,8,2,-12,-1.5,13,-21
COCc1nnc(NC(=O)C2CCN(C(=O)c3ccco3)CC2)s1,104,-0.5,19,8,3,24,0.6,-8,-7
COc1ccc(-n2c(C)cc(/C=C3\C(=N)N4N=C(CC(=O)N5CCOCC5)SC4=NC3=O)c2C)c(OC)c1,97,-0.3,3,13,-9,12,-0.4,-54,-1
CCOc1ccc(N=C2NC(=O)CS2)cc1,105,-0.1,3,12,3,5,-1.5,-1,6
CC(=O)N1CCCC(C(=O)c2ccc(Oc3ccccc3)cc2)C1 (centres undefined),92,-2.7,3,-4,17,15,-4.1,-36,-7
COc1cccc(NC(=O)CS(=O)(=O)c2cn(CC(=O)N3CCOCC3)c3ccccc23)c1,106,-2.7,0,-32,13,10,-0.8,-9,4
FC(F)(F)c1cccc(Cc2noc(CN(Cc3ccccn3)CC3CCCO3)n2)c1 (centres undefined),96,1.3,-7,nt,-5,5,-3.7,-40,-10
Cc1cc(OC(=O)c2cccc(F)c2)c([N+](=O)[O-])c(=O)[nH]1,102,-1.7,0,0,-5,13,-1.8,1,6
COc1cc(C(=O)N(CCN(C)C)CC2CCCN(Cc3ccccc3F)C2)ccc1C (centres undefined),121,-1.2,-12,-21,-30,6,0.7,15,6
COc1ccc(/C(O)=C2/C(=O)C(=O)N(CCN(C)C)C2c2cccnc2)cc1C (centres undefined),nt,-2.5,-5,10,1,3,-2.0,0,-32
CC(NC(=O)CSc1nc2ccccc2n1C)c1ccccc1 (centres undefined),102,0.2,-1,12,-1,8,-2.8,-11,-2
CC1Cc2ccccc2N1C(=O)CN(C)S(=O)(=O)c1cccc2cccnc12 (centres undefined),107,-4.8,5,-30,3,2,-3.4,-18,5
Cc1nc([N+](=O)[O-])cn1CC(=O)c1ccccc1,103,-1.9,0,nt,-2,10,-1.7,-4,-1
O=C(NC(=S)Nc1ccc(Br)c(Cl)c1)C1CC1,94,-2.3,1,9,-7,-7,-0.1,-10,-4
CCOc1ccc(N(C(C)C(=O)N/N=C(\C)C(C)(C)C)S(C)(=O)=O)cc1 (centres undefined),103,-6.2,5,8,-4,16,-2.6,-21,4
COc1ccc(/C=N\NC(=O)C2COc3ccccc3O2)cc1O (centres undefined),82,-2.3,5,12,2,6,-0.4,-19,-13
Cc1ccc(N(CC(=O)Nc2cc(Cl)ccc2Oc2ccccc2)S(C)(=O)=O)cc1C,100,-0.7,-5,-1,-5,-18,-3.0,-11,-3
COc1ccc(S(=O)(=O)NCCSCc2ccco2)cc1OC,104,-1.2,-10,13,3,-6,1.1,-7,5
Cc1cc(=O)[nH]c(N/N=C/c2c(C)nn(-c3ccccc3)c2Cl)n1,100,-1.6,-5,nt,5,19,-1.8,-24,6
O=C(CN(c1ccccc1)S(=O)(=O)c1ccccc1[N+](=O)[O-])Nc1cccnc1,110,-1.6,-1,16,-3,6,-1.8,-4,5
Cc1ccc(CNC(=O)c2ccccc2-n2cnnn2)cc1,101,-1.6,1,8,-9,-9,-2.4,-3,2
COCCNC(=O)C1CCC(=O)N(c2ccc(OC)cc2)C1c1ccc(OC)c(OC)c1 (centres undefined),99,1.1,-5,-6,8,15,-1.2,-10,0
CCOC(=O)c1nnc(-c2ccc(C)cc2)nc1Sc1ccc(Cl)cc1,105,-0.1,0,46,-2,5,-1.1,1,7
CCOC(=O)N1N=C(C)CC1(O)c1ccc(Cl)cc1 (centres undefined),105,-1.5,-3,-5,-3,-8,-1.8,-5,2
O=C(Nc1cccnc1)c1cc(-c2cccs2)on1,104,-2.3,-12,14,0,0,-3.1,-2,9
CC1(C)CC(NC(=O)C(=O)NCCc2ccccc2)CC(C)(C)N1,84,1.2,-10,nt,12,17,-2.7,13,-14
CCCn1c(=O)c(C(=O)NNC(=O)c2ccc(Cl)cc2Cl)c(O)c2ccccc21,99,-3.9,-1,8,-3,-26,-1.9,-8,-1
COc1c(Cl)ccc(Cl)c1C(=O)NC(=O)N1CCOCC1,93,0.3,9,6,-6,5,0.0,1,-1
C=CCNC(=O)/C(=C/c1ccccc1OCC)NC(=O)c1ccccc1,99,-1.4,-13,26,8,-21,-0.2,-3,-1
COc1ccc(/C=C/C2=CC(C)(C)NC(=S)N2)cc1OC,100,-3.0,-16,-13,-8,20,-2.5,-8,-2
CCCc1cc(=O)n2[nH]c(NCc3ccccc3F)nc2n1,104,-1.0,2,1,-4,24,-3.2,-3,-1
CCOC(=O)c1nnn(-c2nc(N3CCCC3)nc(N3CCCC3)n2)c1-c1ccccc1,nt,-4.3,7,14,-3,-4,-2.9,-3,nt
CN1/C(=C/C(=O)c2ccc(Cl)cc2)Sc2cc3c(cc21)OCO3,99,-1.7,32*,6,-2,-7,-3.8,0,0
CCCN1C(=O)c2ccc(C(=O)NCc3ccco3)cc2C1=O,108,0.0,-7,10,2,4,-3.4,-3,6
CCOC(=O)c1c(C)nc2sc3c(=O)n(-c4ccc(OC)cc4)cnc3c2c1-c1ccc(OC)cc1,97,3.1,-7,3,-8,-19,0.0,-1,7

The list continues:
molecule,MEKK2 WT-MEK5,VIM-2 inhibitor,PfM18AAP inh,NALP1 yeast inh,NS3 helicase inh,SUMO HTRF inh,IMP-1 inhibitor,FID counter,MEKK2mut PB1 HTS
Cc1nc2ccc(Br)cc2c2c1CC(CO)O2 (centres undefined),111,-1.0,-1,15,-2,6,-3.1,-2,17
COc1ccc(N2CC(C(=O)Nc3cc(C)ccn3)CC2=O)cc1 (centres undefined),94,-2.0,-8,nt,4,11,-0.9,-8,-22
Cc1cc(C)n(C2CC(=O)N(c3ccc(Cl)c(Cl)c3)C2=O)n1 (centres undefined),101,-1.9,1,-3,-3,-4,-2.9,-14,0
CCOC(=O)c1cc(=O)n2nc(-c3ccccc3F)nc2s1,109,-0.4,-2,1,5,0,-1.1,3,1

Screening results from PubChem BioAssay.
